Vif imaging – blocks HIV Vif function; HEK293T cells, Vif self-association by quenched fluorescence, imaging, 24 h; inhibition, % at 7.49 µM; 340,000 compounds, 0.35% hits; in the data active means inhibition above about 50%, passing the limit was not always enough; further: some results filed as inactive read as strong as hits
NCOA3 inh – human NCOA3 inhibition; Q9Y6Q9; AID 588352; inhibition, % at 3.6 µM; HEK293 GAL4-SRC3 luciferase reporter, luminescence; 360,000 compounds, 0.17% hits;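 active means inhibition above a per-campaign cutoff, the mean of all compounds plus 3 SD, cut at about 60% in these data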;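 further: 0% = DMSO-treated cells and 100% = gossypol-treated cells at 36 µM; higher means less SRC3-driven luciferase light from the GAL4 reporter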
SRC1 inh – inhibits human SRC1 coactivator | 360,000 compounds, 0.12% hits | HEK293 GAL4-SRC1 luciferase reporter, luminescence | Q15788 | AID 588354 | inhibition, % at 3.6 µM;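 active means inhibition above the campaign mean plus 3 SD, with each screening campaign given its own cutoff, cut at about 60% in these data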;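 further: 0% = DMSO treated cells and 100% = gossypol at 36 µM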
TLR9-MyD88 block – blocks human TLR9 binding to MyD88; CHO BLA complementation TLR9-MyD88, CCF4 FRET ratio; Q9NR96+Q99836; inhibition, % at 4.98 µM; 340,000 compounds, 0.21% hits;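 active means inhibition above the mean over all tested compounds plus 3 SD, cut at about 21% in these data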;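 further: 0% = DMSO only wells and 100% = clavulanate BLA inhibitor control wells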
TROY signal inh – inhibitors of TROY-dependent NF-kB signaling; 360,000 compounds, 0.98% hits; Q293 LMP1-TROYcd NF-kB luciferase reporter, 4 h; AID 1347056; inhibition, % at 10 µM;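 active means compounds whose plate-normalised and pattern-corrected inhibition of the luciferase reporter signal at the single screening dose is 50% or more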
C8 TRAIL sens – caspase-8 TRAIL sensitization. NB7+C8 cells + TRAIL, ATPlite viability luminescence. inhibition (viability loss, TRAIL sensitization), % at 10 µM. 360,000 compounds, 1% hits;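 active means compounds causing at least 50% loss of cell viability in the single-dose screen, relative to plate controls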
LMP1 NFkB inh – inhibitors of Epstein-Barr LMP1-induced NF-kappaB reporter | LMP1-induced NF-kappaB luciferase reporter cells, luminescence | inhibition, % at 12.5 µM | 350,000 compounds, 0.69% hits; in the data active means inhibition above about 41%;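 further: 0% = neutral control wells and 100% = reference inhibitor control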
NR2F2 inh – blocks human COUP-TFII nuclear receptor; AID 686940; 370,000 compounds, 0.7% hits; HEK293T NGFI-A luciferase reporter, luminescence; inhibition, % at 8.6 µM;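 active means inhibition above a per-plate cutoff, mean inhibition of test wells between control levels plus 3 SD, cut at about 38% in these data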;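 further: cells cotransfected with COUP-TFII expression vector driving the NGFI-A reporter; 0% = median of COUP-TF2 test wells and 100% = reporter-only cells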
Target sequence (P24468 whole entry, looked up): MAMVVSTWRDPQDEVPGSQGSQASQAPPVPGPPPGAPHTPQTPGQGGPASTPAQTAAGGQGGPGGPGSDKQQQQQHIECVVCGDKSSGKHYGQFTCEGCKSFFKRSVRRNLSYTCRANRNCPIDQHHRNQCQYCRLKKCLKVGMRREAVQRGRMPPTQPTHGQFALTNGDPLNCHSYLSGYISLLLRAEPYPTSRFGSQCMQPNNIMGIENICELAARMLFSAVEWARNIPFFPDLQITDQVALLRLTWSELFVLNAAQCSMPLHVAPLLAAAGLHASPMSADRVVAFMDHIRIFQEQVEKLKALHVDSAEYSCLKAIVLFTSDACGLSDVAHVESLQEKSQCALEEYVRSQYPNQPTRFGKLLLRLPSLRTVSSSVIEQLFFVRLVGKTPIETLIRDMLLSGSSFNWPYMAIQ
NOD2-RIPK2 inh – blocks binding of human NOD2 to RIPK2 | O43353 | CHO BLA complementation NOD2-RIPK2, CCF4 ratio | inhibition, % at 4.98 µM | 360,000 compounds, 0.38% hits; in the data active means inhibition above about 21%;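 further: 0% = vehicle only and 100% = reference blocker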
Target sequence (O43353 whole entry, looked up): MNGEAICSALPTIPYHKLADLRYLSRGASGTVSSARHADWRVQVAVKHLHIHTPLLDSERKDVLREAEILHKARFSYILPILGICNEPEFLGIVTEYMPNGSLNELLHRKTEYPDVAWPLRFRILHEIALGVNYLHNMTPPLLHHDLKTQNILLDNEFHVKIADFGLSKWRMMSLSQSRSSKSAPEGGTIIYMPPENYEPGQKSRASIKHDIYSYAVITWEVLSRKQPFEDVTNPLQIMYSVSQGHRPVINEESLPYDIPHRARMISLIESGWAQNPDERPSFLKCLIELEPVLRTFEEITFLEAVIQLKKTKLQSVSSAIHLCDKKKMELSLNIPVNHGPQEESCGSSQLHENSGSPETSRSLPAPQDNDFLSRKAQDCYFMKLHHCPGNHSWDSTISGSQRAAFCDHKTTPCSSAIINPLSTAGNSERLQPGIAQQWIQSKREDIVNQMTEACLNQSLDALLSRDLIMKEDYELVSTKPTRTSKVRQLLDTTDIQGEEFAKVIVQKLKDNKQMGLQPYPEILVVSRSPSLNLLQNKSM
NCOA2 inhibitor – human SRC2 (NCOA2) inhibition. 370,000 compounds, 0.17% hits. inhibition, % at 9 µM. AID 651957. HEK293 GAL4-SRC2 luciferase reporter, luminescence;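 active means inhibition above the mean inhibition of all tested compounds plus 3 SD, set per campaign, cut at about 52% in these data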;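 further: 0% = DMSO treated cells and 100% = cells given Gossypol at 36 µM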
LRH-1 inv ag – NR5A2 inverse agonism in reporter assay; O00482; HEK293T StAR-luciferase reporter, LRH-1 transfected, 24 h; inhibition, % at 3.6 µM; 360,000 compounds, 0.13% hits;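 active means inhibition above the mean inhibition of all tested compounds plus 3 SD, cut at about 73% in these data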;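 further: 0% = DMSO wells and 100% = reporter-only cells lacking LRH-1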
* = called active by the depositor; / = no result given.

SMILES	Vif imaging	NCOA3 inh	SRC1 inh	TLR9-MyD88 block	TROY signal inh	C8 TRAIL sens	LMP1 NFkB inh	NR2F2 inh	NOD2-RIPK2 inh	NCOA2 inhibitor	LRH-1 inv ag
CCc1nn(CC(=O)N(C)C2CCCCC2)c(=O)c2cc3cc(C)ccc3n12	-4.0	0.8	3.2	-4.1	6.7	26.7	-2.0	-12.7	10.0	-5.5	15.6
COc1ccc(C(=O)CSc2nnnn2C)c(OC)c1	3.9	9.6	-18.2	0.9	-24.4	-2.9	8.5	-9.8	4.4	-3.2	5.5
CCCCC(=O)NC(Nc1ccc(C)cn1)(C(=O)OCC)C(F)(F)F (centres undefined)	7.3	0.2	5.5	1.6	13.0	-1.4	0.6	9.0	-11.2	12.2	1.5
CCC1CCCCN1C(=O)COC(=O)c1ccc(Br)o1 (centres undefined)	1.9	21.0	-15.5	-2.6	-13.3	11.8	-7.6	-27.1	2.2	-13.8	12.1
COc1ccccc1Nc1ccc([N+](=O)[O-])cn1	-20.4	-27.8	-19.1	-42.6	0.5	-1.2	-3.2	-14.8	0.9	-19.8	-24.3
COc1ccccc1CNCC(c1ccccc1)c1ccccc1	16.6	-14.2	-4.7	-0.9	-18.1	8.3	2.5	19.7	-7.0	-5.9	17.9
Oc1ccc(C[C@H]2CNCCN2CCC23CC4CC(CC(C4)C2)C3)cc1	-2.3	11.1	-7.7	10.9	-15.5	-27.3	3.0	-21.0	-7.9	-12.9	7.9
Oc1cccc2cnccc12	-3.5	23.0	21.3	5.6	5.7	1.8	4.5	8.3	-13.8	3.0	11.2
CC1=NNC(=O)C1CCC(=O)N/N=C\c1cccc(Cl)c1 (centres undefined)	10.3	-8.2	1.5	0.6	-1.9	-5.3	-0.3	3.1	1.5	-19.7	4.7
COc1ccc(Nc2nc(NCCO)nc(OC)n2)cc1	12.6	-10.0	0.7	-1.0	-34.1	-1.2	-6.5	-25.1	0.0	-10.5	1.0
OCCC1CN(Cc2nc3ccccc3s2)CCN1C1CCCCC1 (centres undefined)	/	9.2	-5.4	12.0	4.7	1.3	3.1	4.2	3.8	-48.0	-10.2
CCCC(=O)Nc1ccc(C)c(O)c1	-1.3	-8.8	5.0	0.1	4.6	14.2	0.2	1.7	-10.7	-3.9	24.3
COc1ccccc1C(=O)N1CCN=C1SCc1cccnc1	/	3.0	-7.0	-10.1	3.8	-13.9	3.9	22.6	-13.8	8.4	-4.0
O=C(CNS(=O)(=O)c1ccccc1)OCc1cccc([N+](=O)[O-])c1	13.2	6.9	-5.6	1.9	-6.4	4.0	0.4	5.9	-14.2	15.3	-10.3
CC1CC(O)(Cc2ccccc2)C(C)CN1C (centres undefined)	-2.6	12.9	6.7	-5.4	/	3.9	10.7	4.7	3.1	-7.6	4.0

4 consecutive compounds from above:
SMILES	Vif imaging	NCOA3 inh	SRC1 inh	TLR9-MyD88 block	TROY signal inh	C8 TRAIL sens	LMP1 NFkB inh	NR2F2 inh	NOD2-RIPK2 inh	NCOA2 inhibitor	LRH-1 inv ag
CCc1nn(CC(=O)N(C)C2CCCCC2)c(=O)c2cc3cc(C)ccc3n12	-4.0	0.8	3.2	-4.1	6.7	26.7	-2.0	-12.7	10.0	-5.5	15.6
COc1ccc(C(=O)CSc2nnnn2C)c(OC)c1	3.9	9.6	-18.2	0.9	-24.4	-2.9	8.5	-9.8	4.4	-3.2	5.5
CCCCC(=O)NC(Nc1ccc(C)cn1)(C(=O)OCC)C(F)(F)F (centres undefined)	7.3	0.2	5.5	1.6	13.0	-1.4	0.6	9.0	-11.2	12.2	1.5
CCC1CCCCN1C(=O)COC(=O)c1ccc(Br)o1 (centres undefined)	1.9	21.0	-15.5	-2.6	-13.3	11.8	-7.6	-27.1	2.2	-13.8	12.1

Next section
SMILES	Vif imaging	NCOA3 inh	SRC1 inh	TLR9-MyD88 block	TROY signal inh	C8 TRAIL sens	LMP1 NFkB inh	NR2F2 inh	NOD2-RIPK2 inh	NCOA2 inhibitor	LRH-1 inv ag
COc1ccc(Cn2c(=O)[nH]c3cc(C(=O)NC4CCN(Cc5ccccc5)CC4)ccc32)cc1	/	17.5	1.1	-3.1	12.1	15.5	5.2	31.6	1.9	16.5	-9.3
COc1ccc(N2CC(C(=O)N/N=C/c3ccc([N+](=O)[O-])cc3)CC2=O)cc1 (centres undefined)	/	-9.0	7.7	-1.7	4.4	8.6	-0.5	2.9	-8.1	-0.7	13.1
CC(=O)c1ccc(OCc2cc(C(=O)N(C)Cc3ccon3)no2)cc1	-5.0	-16.3	-15.6	0.3	0.2	0.0	-0.1	-24.2	6.7	5.2	-19.5
COc1ccccc1NS(=O)(=O)c1cccc(C(=O)N2CCCCCC2)c1	-16.7	2.8	0.9	1.2	-0.9	-9.9	-1.7	12.0	6.4	-2.8	1.3
CC(OC(=O)c1ccc(O)cc1)C(=O)Nc1nc(-c2ccccc2)cs1 (centres undefined)	-13.9	6.7	-19.1	-4.2	41.6	18.9	-10.4	-6.4	-0.8	-6.7	-22.4
Cc1cccc[n+]1CC(=O)N1c2ccccc2Sc2ccccc21	-2.4	-3.4	9.4	5.3	-7.3	3.1	6.5	16.3	7.0	-13.8	2.3
O=C(Nc1ccc(F)cc1)C1CC(=O)n2cnnc2N1 (centres undefined)	0.3	3.1	0.2	-0.3	-3.3	1.4	-1.0	-11.6	0.3	-14.7	7.9
COc1ccc(CC(=O)OCC(=O)NC(=O)NC2CCCCC2)cc1	-12.4	10.4	-3.9	4.5	14.6	3.8	1.4	1.2	-0.7	-12.1	11.9
CCOC(=O)c1ccc(NS(=O)(=O)c2cc(-c3nnnn3C(C)C)ccc2OC)cc1	5.8	0.1	-3.3	-13.4	-29.1	22.2	13.1	-9.7	-1.0	-16.6	-1.3
CC(C)c1onc(C(=O)NCc2ccc(Cl)cc2)c1[N+](=O)[O-]	8.7	16.1	-3.4	-4.4	9.9	4.3	0.2	14.1	-3.4	18.5	-7.0
Cn1c(C(=O)N2CCCC2)cc2c(=O)n(C)c3ccccc3c21	1.0	2.1	0.6	2.6	-7.6	-2.2	-2.3	0.6	-9.8	-22.8	14.4
CC(C)C(=O)Nc1ccc(C(=O)NN2C(=O)c3ccccc3C2=O)cc1	3.7	9.3	16.6	-4.2	10.4	0.0	-9.8	4.0	-20.5	1.3	0.3
CCOC(=O)Nc1nnc(-c2ccccc2OC)s1	5.5	-19.5	-16.1	-2.9	-22.3	-6.0	-13.5	-16.5	-3.7	-8.8	-10.6
COc1cccc(-n2c(-c3ccccc3)c[nH]c2=S)c1	-0.6	12.9	-4.2	-10.1	-5.2	2.1	-21.8	3.3	-1.3	-20.5	11.4
CCn1ncc(C2=NOC(C(=O)NCc3ccc(OC)cc3)C2)c1C (centres undefined)	-4.2	14.4	-36.7	-3.1	-16.4	22.2	5.0	-8.8	15.9	5.7	13.1

Results in SRC1 inh, for five of the compounds above:
SMILES,SRC1 inh
COc1ccc(Cn2c(=O)[nH]c3cc(C(=O)NC4CCN(Cc5ccccc5)CC4)ccc32)cc1,1.1
COc1ccc(N2CC(C(=O)N/N=C/c3ccc([N+](=O)[O-])cc3)CC2=O)cc1 (centres undefined),7.7
CC(=O)c1ccc(OCc2cc(C(=O)N(C)Cc3ccon3)no2)cc1,-15.6
COc1ccccc1NS(=O)(=O)c1cccc(C(=O)N2CCCCCC2)c1,0.9
CC(OC(=O)c1ccc(O)cc1)C(=O)Nc1nc(-c2ccccc2)cs1 (centres undefined),-19.1

Continued:
SMILES	Vif imaging	NCOA3 inh	SRC1 inh	TLR9-MyD88 block	TROY signal inh	C8 TRAIL sens	LMP1 NFkB inh	NR2F2 inh	NOD2-RIPK2 inh	NCOA2 inhibitor	LRH-1 inv ag
COC(=O)Cn1c(=O)c2c(nc3n2CCCN3Cc2ccccc2)n(C)c1=O	20.9	-16.6	-31.5	-4.8	-4.2	10.0	11.7	13.7	-0.2	-5.6	-3.7
COc1ccc(-n2nc(C(=O)NCC(=O)N3CCCCCC3)c3ccccc3c2=O)cc1OC	-3.3	-24.0	-19.2	-5.2	-9.0	3.2	-16.9	-11.8	-5.9	-22.3	-24.5
COc1ccc(OC)c(/C=N/NC(=S)NCCc2ccccc2)c1	/	-5.5	1.0	11.0	20.6	-9.3	11.5	-14.8	1.1	6.6	-2.7
COc1ccc2c(c1OC)C(=O)N1C2SC(C)(C)[C@H]1C(=O)NC1CCCC1 (some centres undefined)	11.8	1.1	-9.1	-0.1	-6.9	-17.3	-6.9	-13.4	-5.0	-2.1	-21.1
CCCCCCSc1ccc([C@@H]2[C@H]3C(=O)N(CC)C(=O)[C@H]3[C@]3(C(=O)OC)CCCCN23)cc1OC	-7.5	-17.7	0.7	-7.2	-40.4	7.3	7.6	4.9	2.0	15.2	-24.7
CCOC(=O)CNc1c(-c2ccc(OC)cc2)nc2ccc(Cl)cn12	0.4	-69.1	-76.2	3.6	-55.6	14.8	-36.3	-72.0	5.1	-38.1	-80.2
O=C(NCCN1CCCC1)C1CCN(S(=O)(=O)N2CCC3(CC2)OCCO3)CC1	13.6	13.6	-6.0	4.2	-8.0	-9.9	-4.8	15.4	2.4	-10.6	1.6
Cc1ccc(S(=O)(=O)NCC(=O)NCc2ccncc2)cc1	-3.4	12.9	-0.1	-4.5	5.3	-13.4	3.9	-4.4	-4.3	-1.7	17.8
S=C(NC1CCCCC1)N(CCc1nc2ccccc2[nH]1)C1CCCC1	-8.4	-20.9	-3.9	7.2	-6.4	7.5	2.0	6.3	2.1	21.9	-14.7
Cc1ccc(S(=O)(=O)N2CCCC2CO)cc1 (centres undefined)	-6.1	3.6	6.2	4.3	-18.2	-8.4	-9.1	10.2	-4.2	7.6	-44.2
O=C(Cn1cc2c(n1)CCCCC2)Nc1c(F)cc(F)cc1Br	15.5	-15.2	2.8	3.2	-23.6	32.5	-3.4	2.9	-9.6	-43.0	7.9
COc1ccc(OCC(O)CNC(=O)c2cccs2)cc1 (centres undefined)	5.7	-4.7	-17.4	-0.6	17.5	1.6	-7.7	5.9	7.4	-15.2	-9.1
COc1cc([N+](=O)[O-])ccc1NC(=O)CN1CCCC1	1.3	16.4	4.9	4.0	12.5	8.8	-0.1	-3.4	-17.9	16.4	16.7
Cc1cc(C)cc(Oc2cc(NC(=O)c3cn(C)nc3C)cc([N+](=O)[O-])c2)c1	/	4.6	1.9	12.0	3.2	-3.4	1.2	-5.6	6.2	-11.8	11.0
O=C1c2ccccc2C(=O)N1CCCCN(C(=O)c1cccc([N+](=O)[O-])c1)c1ccc(Cl)cc1	-6.3	-11.7	-22.3	-6.1	5.3	4.1	6.1	15.2	-7.0	1.8	-3.5
O=C(Nc1cccnc1)c1c(O)c2cccc3c2n(c1=O)CC3	8.0	-4.6	-5.3	2.3	/	9.4	-8.9	-4.3	-14.0	-26.3	3.1

These rows are one share of the data; rates above refer to the full screens.
